FLuc counter: qHTS profiling assay for firefly luciferase inhibitor/activator using purifed enzyme and Km concentrations of substrates (counterscreen for miR-21 project); Luciferin 4-monooxygenase (Photinus pyralis), P08659; hit rate 6.9% among 360,000; Potency, µM (titrated, usually from 57.5 µM), inactives show at the top dose activity change, negative = inhibition, hits mostly inhibitors; purified FLuc, Km substrates, luminescence inhibition;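 further: potency means the concentration at half of the fitted maximal effect; plate controls were vehicle for no effect and reference inhibitor for full effect; nearly all actives have a fitted effect of over 55% in size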
Target sequence (P08659 whole entry, looked up): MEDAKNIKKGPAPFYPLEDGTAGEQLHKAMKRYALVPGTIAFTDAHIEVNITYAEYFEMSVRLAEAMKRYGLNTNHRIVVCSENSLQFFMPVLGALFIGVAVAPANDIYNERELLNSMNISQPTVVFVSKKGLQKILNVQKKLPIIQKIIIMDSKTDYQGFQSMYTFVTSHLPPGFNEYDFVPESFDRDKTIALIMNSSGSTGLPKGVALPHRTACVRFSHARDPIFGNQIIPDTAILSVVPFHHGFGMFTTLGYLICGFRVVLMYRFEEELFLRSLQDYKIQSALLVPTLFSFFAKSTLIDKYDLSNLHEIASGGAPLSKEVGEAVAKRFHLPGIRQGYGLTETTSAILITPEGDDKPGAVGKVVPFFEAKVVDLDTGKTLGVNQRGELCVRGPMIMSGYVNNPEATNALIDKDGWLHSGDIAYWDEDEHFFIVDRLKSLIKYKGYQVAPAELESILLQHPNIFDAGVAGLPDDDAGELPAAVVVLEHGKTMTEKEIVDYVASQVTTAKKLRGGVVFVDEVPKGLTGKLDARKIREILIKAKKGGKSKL
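Biochemical qHTS of compounds, final roughly 60 µM downward over six points, against 10 nM purified firefly luciferase using Km concentrations of substrates (10 uM D-luciferin, 10 uM ATP) in Tris acetate pH 7.5 buffer; luminescence output.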
BRCA1 expr up: qHTS Assay to Identify Small Molecule Activators of BRCA1 Expression; MCF7-BRCA1-FFLuc reporter, luminescence, 48 h; response scale: scaled: vehicle 0%, 10 µM genistein 100%; Potency, µM (highest dose often 46.1 µM), for the others: at the top dose activation, usual class: activators; hit rate 1.1% among 380,000; AID 624202, 2012; further: potency means the concentration at half of the fitted maximal effect; nearly all actives have a fitted effect of over 80% in size; some results filed as inactive show a strong effect at the top dose
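Quantitative HTS in MCF7 cells stably reporting BRCA1 expression via firefly luciferase. Compound treatment lasts 48 h at 37 °C in phenol-red free MEM. Activation is expressed relative to genistein at 10 microM and DMSO.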
VP16 counter: VP16 counterscreen qHTS for inhibitors of ROR gamma transcriptional activity; Drosophila S2 Gal4-VP16 UAS-luciferase, luminescence, 20 h; Potency, µM (doses to about 53.6 µM), without a hit: at the highest dose activity, negative = inhibition, actives largely listed as inhibitors; hit rate 3.5% among 310,000;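 further: Gal4-VP16 expression switched on by copper sulfate through the metallothionein promoter; potency means the concentration at half of the fitted maximal effect; on the % scale 0 is the no-effect control and ±100 the full control effect; nearly all actives have a fitted effect of over 50% in size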
TRPV1 ag: HTS Assay for Compounds that Act as Agonists of the Vanilloid Receptor 1. TRPV1-expressing cells, Fluo-8 calcium influx, agonist mode. hit rate 0.19% among 320,000. activation, % at 8.33 µM; in the data active means activation above about 80%; inconclusive means between about 30% and that limit; further: 0% is about no effect
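Fluo-8 calcium influx in TRPV1-expressing cells, kinetic read (ex 480/em 520 nm). Compound added and read 3 min for agonist activity, followed by capsaicin at EC20 final and 2 min further read for enhancement.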
NPC1 prom act: qHTS Assay for NPC1 Promoter Activators. AID 485313, 2010. Huh7 NPC1 promoter luciferase reporter, 24 h. hit rate 2.4% among 320,000. Potency, µM (doses to about 9.22 µM), for inactives: at the top dose activation, usual class: activators;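 further: potency means the concentration at half of the fitted maximal effect; % of control where 0% means no effect; nearly all actives have a fitted effect of over 60% in size; reporter is driven by a mutant NPC1 promoter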
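Luminescence from an NPC1 promoter-driven luciferase reporter in stably transfected Huh7 cells was measured after 24 h compound treatment at 37 °C, followed by 10 min ambient incubation with luciferase detection reagent.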
Rab9 prom act: qHTS Assay for Rab9 Promoter Activators. Huh7 Rab9 promoter-luciferase reporter, luminescence, 24 h. Potency, µM (highest dose often 9.22 µM), without a hit: top-dose activation, negative = inhibition, actives largely listed as activators. hit rate 2.8% among 320,000. AID 485297, 2010; further: potency means the concentration at half of the fitted maximal effect; % of control where 0% means no effect; nearly all actives have a fitted effect of over 60% in size
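Stable Rab9-luc Huh7, 1500 cells/well, 2 h settle; cmpd in DMSO, 24 h, 37 °C/5% CO2; luciferase reagent 10 min RT; luminescence.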
RORgamma inh: qHTS for inhibitors of ROR gamma transcriptional activity. Potency, µM (doses to about 53.6 µM), for inactives: at the top dose activity change, negative = inhibition, actives largely listed as inhibitors. AID 2551, 2010. Drosophila S2 Gal4-RORgamma UAS-luciferase reporter, 20 h. Nuclear receptor ROR-gamma (Mus musculus), P51450. hit rate 5.4% among 310,000; further: potency means the concentration at half of the fitted maximal effect; on the % scale 0 is the no-effect control and ±100 the full control effect; nearly all actives have a fitted effect of over 60% in size
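Read-out: Photinus luciferase luminescence; inhibitors lower reporter signal. Insect Schneider cells with Gal4-ROR gamma fusion under metallothionein promoter, UAS reporter; 700 uM final copper sulfate induction, 20 hr, ambient temperature.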
ELG1 genotox: qHTS screen for small molecules that induce genotoxicity in human embryonic kidney (HEK293T) cells expressing luciferase-tagged ELG1. Potency, µM (highest dose often 46 µM), for the others: at the top dose activity change, positive = activation, most hits filed as activators. hit rate 1.3% among 330,000. HEK293T ELG1-luciferase reporter, luminescence, 16 h; further: potency means the concentration at half of the fitted maximal effect; % of control where 0% means no effect; nearly all actives have a fitted effect of over 60% in size
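After overnight (16 hr) compound treatment at 37 °C, ELG1-luciferase HEK293T cells were lysed with ONE-Glo; luminescence quantified 30 min later at room temperature.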
p53 reactivation: qHTS assay for re-activators of p53 using a Luc reporter | H1299 p53-A138V BP100-luciferase reporter, luminescence, 24 h | Potency, µM (titrated, usually from 92.2 µM), inactives show at the highest dose activity change, positive = activation, most hits filed as activators | hit rate 0.063% among 320,000; further: potency means the concentration at half of the fitted maximal effect; % of control where 0% means no effect; nearly all actives have a fitted effect of over 45% in size
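p53-null H1299 cells stably carrying temperature-sensitive p53-A138V and a BP100-luciferase reporter were pinned with compounds (4-point, 1:5 series) and held 24 hrs at 37 deg C. Luminescence was read 10 min after detection reagent.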
ELG1 DNA repair: qHTS screen for small molecules that inhibit ELG1-dependent DNA repair in human embryonic kidney (HEK293T) cells expressing luciferase-tagged ELG1 | Potency, µM (titrated, usually from 46.1 µM), inactives show at the top dose activity change, negative = inhibition, most hits filed as inhibitors | HEK293T ELG1-luciferase reporter, luminescence, 16 h; DNA damage induced by 5-fluorouridine | AID 504467, 2011 | hit rate 2.3% among 330,000; further: potency means the concentration at half of the fitted maximal effect; on the % scale 0 is the no-effect control and ±100 the full control effect; nearly all actives have a fitted effect of over 55% in size
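Quantitative HTS, concentration-response format. 2,000 cells/well co-treated with 5-fluorouridine and compound, 16 hr in 5% CO2 at 37 °C; ONE-Glo luminescence read after 30 min.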
Tb PFK block: qHTS Assay to Find Inhibitors of T. brucei phosphofructokinase; ATP-dependent 6-phosphofructokinase (Trypanosoma brucei brucei), O15648; T. brucei PFK, ADP-Glo luminescence; Potency, µM (series often up to 57.5 µM), without a hit: at the top dose activity, negative = inhibition, hits mostly inhibitors; hit rate 0.17% among 330,000; AID 485367, 2010;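 further: potency means the concentration at half of the fitted maximal effect; 0% = uninhibited 1x PFK enzyme wells and -100% = no-enzyme wells; nearly all actives have a fitted effect of over 60% in size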
Target sequence (O15648 whole entry, looked up): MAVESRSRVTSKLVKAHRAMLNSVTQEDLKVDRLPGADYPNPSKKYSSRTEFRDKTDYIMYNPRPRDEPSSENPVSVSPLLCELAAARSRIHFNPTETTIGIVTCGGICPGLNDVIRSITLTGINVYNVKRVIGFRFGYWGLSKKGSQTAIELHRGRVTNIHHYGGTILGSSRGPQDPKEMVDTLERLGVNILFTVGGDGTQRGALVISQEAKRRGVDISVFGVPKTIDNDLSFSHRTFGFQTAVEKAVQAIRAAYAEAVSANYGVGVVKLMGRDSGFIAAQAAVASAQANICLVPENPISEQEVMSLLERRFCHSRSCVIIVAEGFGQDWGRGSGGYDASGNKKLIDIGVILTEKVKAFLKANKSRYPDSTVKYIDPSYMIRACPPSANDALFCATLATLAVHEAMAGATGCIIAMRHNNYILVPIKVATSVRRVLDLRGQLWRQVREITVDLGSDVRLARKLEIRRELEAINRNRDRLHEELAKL
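Luminescent ADP detection (ADP-Glo, two-step: ATP depletion then ADP-to-ATP conversion for luciferase) reported PFK activity after 45 min room-temperature reaction of 1.25 nM enzyme with 0.5 mM F6P and 0.1 mM ATP at pH 8.0.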
An asterisk follows results filed as active; u = inconclusive; x = no result given; [ ] = dose if it differs, or a comment. Unless noted, the call rests on the fitted dose curve; in most records, active means well fitted curve in the direction sought with a large enough effect; inconclusive means small, poorly fitted or top-dose-only effect, or another doubt; inactive means no such curve, though single readings can be large; an effect the other way counts as inactive or inconclusive.

SMILES	FLuc counter	BRCA1 expr up	VP16 counter	TRPV1 ag	NPC1 prom act	Rab9 prom act	RORgamma inh	ELG1 genotox	p53 reactivation	ELG1 DNA repair	Tb PFK block
CCOc1ccc(N=Cc2c(O)c3ccccc3oc2=O)cc1	0.85µM*	-3%	0%	8	-1%	-1%	-6%	9%	u	u	-1%
CC12CS(=O)(=O)CC1SC(=S)N2Cc1ccccc1 (centres undefined)	-2%	-21%	-13%	-3	0%	-6%	26%	-1%	3%	4%	-2%
CC(C)C(=O)Nc1nnc(-c2ccco2)s1	-18%	-10%	-15%	-2	14%	28%	14%	12%	18%	u	-3%
O=C(Cn1nnc2ccccc2c1=O)NCC1CCC(C(=O)O)CC1 (centres undefined)	1%	-3%	1%	-1	-6%	-2%	20%	2%	3%	12%	0%
S=C(NCCc1ccccc1)N1CCOCC1	u	97%	2%	u	21%	25%	-10%	11%	13%	u	0%
Cc1c(Cl)cccc1-c1ccc(/C=N/n2cnnc2)o1	-17%	-12%	-8%	-4	-1%	-2%	-1%	-2%	-3%	0%	-3%
CCC(C)(C)C1CCC(=NNC(=S)Nc2ccccc2)CC1 (centres undefined)	0%	-6%	u	1	0%	3%	11µM*	0%	27%	6%	-5%
C/C(=N/OC(=O)CC(C)C)c1cc(-c2ccc(Cl)cc2)no1	u	u	22%	-3	u	2.8µM*	1%	u	4%	u	4%
CSc1cccc(NC(=O)C(C)C)c1	-5%	-4%	12%	3	4%	1%	18%	1%	17%	-1%	-5%
CC(NC(=O)c1cc(-c2ccncc2)nc2ccc(Br)cc12)C1CCCO1 (centres undefined)	3%	-32%	-1%	9	-5%	0%	11%	-7%	-3%	9%	1%
O=c1/c(=C\c2cccnc2)sc2nc3ccccc3n12	-16%[2.3 µM]	13µM*	22%	0	-5%	-2%	34%	u	u	u	12%
Cc1cc(C)n2c(=O)c3ccc(Cl)cc3nc2c1C#N	-2%	-42%	-10%	1	0%	18%	13%	1%	2%	-6%	-6%
Fc1ccc(-c2nc3ccncc3[nH]2)cc1	u	34%	11%	-1	23%	20%	35%	6%	17%	u	2%
Cc1c(NC(=O)c2ccc([N+](=O)[O-])o2)cccc1-c1nc2ncccc2o1	-4%	-92%[inhibitor]	u	3	-8%	9%	u	-17%	-18%	u	-4%
CC(C)C(NC(=O)C1CCC(C(C)(C)C)CC1)C(=O)NCCCN1CCCCC1 (centres undefined)	2%	-9%	1%	1	-1%	-4%	-9%	2%	-3%	20%	0%
O=C1NC2CCc3nc4ccccc4c(=O)n3C2=Nc2ccccc21 (centres undefined)	0%	-8%	-8%	-1	6%	-2%	-13%	0%	-1%	17%	1%
O=C(O)CC(Cn1cnnn1)c1ccccc1 (centres undefined)	-3%	-9%	-7%	x	3%	-10%	22%	2%	-6%	11%	1%
O=C(N/N=C/C=C/c1ccccc1[N+](=O)[O-])c1cccs1	u	20%	u	7	7%	19%	u	3%	22%	-11%	7%
Cc1nc2c(C(=O)NCCc3ccccc3)c[nH]n2c(=O)c1Cl	-3%	15%	-7%	-1	-1%	10%	-3%	1%	16%	-1%	6%
COc1ccc(CN2CCNC(=O)C2CC(=O)NCc2cn3ccc(C)cc3n2)c(OC)c1 (centres undefined)	0%	20%	-6%	1	-5%	-2%	21%	1%	-1%	-3%	-5%
Cc1ccc(N/C(CSC(N)=O)=N\S(=O)(=O)c2ccc(C)cc2)cc1	6%	-2%	-5%	-2	0%	-4%	3%	0%	4%	2%	-1%
COc1nnc(OC)c2ccccc12	0%	3%	1%	3	-4%	-2%	-4%	-3%	-2%	-11%	7%
Cc1onc(C(=O)N2CCC(C(N)=O)CC2)c1-c1ccccc1Cl	0%	-12%	-4%	0	4%	1%	-14%	2%	-5%	1%	-1%
OCCC1CN(Cc2cccn2-c2cccnc2)CCN1Cc1ccccc1 (centres undefined)	-3%	-29%	4%	2	5%	1%	4%	-2%	2%	-11%	-1%
Cc1c(C(=O)OC(C)C)sc(NC(=O)c2cccnc2)c1C#N	6.7µM*	42%	-16%	-5	27%	u	u	-10%	4%	2%	3%
COc1ccc(N(C(C)C(=O)N/N=C(\C)C(C)(C)C)S(C)(=O)=O)cc1 (centres undefined)	0%	1%	-8%	5	-3%	2%	-2%	0%	0%	-3%	2%
CC(C)C(=O)N=C1NC(=O)CS1	0%	-1%	11%	0	-2%	0%	23%	-1%	-6%	1%	1%
O=C(Nc1ccccc1[N+](=O)[O-])C1=C(O)CCn2c1nc1ccccc12	0%	-6%	0%	-1	-3%	-1%	-32%	u	-3%	20%	-1%
COc1ccc(C(=O)OC(C)C(=O)NC2CCCC2)cc1S(=O)(=O)N1CCOCC1 (centres undefined)	0%	4%	x	0	-1%	-1%	x	1%	-3%	23%	0%
Cc1c(NC(=O)COc2ccccc2Cl)c(=O)n(-c2ccccc2)n1C	1%	-8%	x	0	1%	1%	x	0%	-6%	20%	-5%
Cc1ccc(C(C(=O)NCc2ccco2)N(C(=O)Cc2cccs2)c2cccnc2)cc1 (centres undefined)	0%	2%	-7%	0	-1%	-1%	-2%	-8%	-2%	1%	-5%
CC(C)(O)C(=O)NNC(=S)NCc1ccco1	1%	-1%	6%	-1	-1%	-2%	40%	-1%	-1%	-3%	-4%
C[C@H]1O[C@@H](O[C@H]2CC[C@@]3(C)C(CC[C@]4(C)C3C=C[C@]35OC[C@@]6(CCC(C)(C)C[C@H]63)[C@@H](O)C[C@]54C)[C@]2(C)CO)[C@H](O)[C@@H](O[C@@H]2O[C@H](CO)[C@@H](O)[C@H](O)[C@H]2O)[C@H]1O (some centres undefined)	x	-6%	x	x	x	x	x	3%	u	u	-5%
CC(C)CN(CC(C)C)C(=O)c1cccc(S(=O)(=O)N2CCc3ccccc32)c1	-3%	-44%	-1%	u	-1%	8%	14%	-10%	-5%	u	14%
COc1cc(N2N=C(c3ccccc3)CC2c2ccccc2)c(C=O)cc1C=O (centres undefined)	8%	-26%	-4%	7	2%	-2%	-20%	-8%	x	-9%	-3%
CC(=O)Nc1cccc(N=NN2CCOCC2)c1	-15%	-2%	-2%	2	-2%	14%	-14%	8%	0%	21%	-5%
CCOc1ccccc1N1CC(C(=O)N2CCN(Cc3ccc(C#N)cc3)CC2)CC1=O (centres undefined)	2%	-9%	x	-6	-2%	-8%	x	-5%	-4%	-27%	5%
COc1nccnc1NS(=O)(=O)c1ccc(NC(=O)c2cccc(C)c2)cc1	-6%	40%	-9%	10	0%	4%	-7%	4%	0%	4%	-3%
Cc1cc(=O)[nH]c(SCC(=O)c2ccccc2)c1C#N	1%	-10%	-1%	-3	-3%	-6%	6%	-2%	6%	15%	3%
CCCc1nnc(NC(=O)OCC)s1	-6%	0%	1%	-2	7%	0%	2%	2%	1%	6%	-1%
CC(=O)c1c(C)[nH]c(C(=O)N2CCCCCC2)c1C	5%	-6%	3%	-1	-3%	-6%	-13%	5%	2%	8%	0%
CCN(CC)CCCNC(=O)CCn1nc(-c2ccccc2)ccc1=O	1%	-2%	-3%	1	4%	-7%	3%	0%	1%	-4%	-7%

Entries of single compounds from above:
Shown for O=C(Cn1nnc2ccccc2c1=O)NCC1CCC(C(=O)O)CC1 (centres undefined) = FLuc counter = 1%; BRCA1 expr up = -3%; VP16 counter = 1%; TRPV1 ag = -1; NPC1 prom act = -6%; Rab9 prom act = -2%; RORgamma inh = 20%; ELG1 genotox = 2%; p53 reactivation = 3%; ELG1 DNA repair = 12%; Tb PFK block = 0%
Shown for CCOc1ccc(N=Cc2c(O)c3ccccc3oc2=O)cc1 = FLuc counter = 0.85µM*; BRCA1 expr up = -3%; VP16 counter = 0%; TRPV1 ag = 8; NPC1 prom act = -1%; Rab9 prom act = -1%; RORgamma inh = -6%; ELG1 genotox = 9%; p53 reactivation = u; ELG1 DNA repair = u; Tb PFK block = -1%
